Screens as filed in PubChem.
TROY NFkB inh = inhibitors of TROY-dependent NF-kB signaling; inhibition, % at 10 µM; AID 1347056; Q293 LMP1-TROYcd NF-kB luciferase reporter, 4 h; 0.98% of 360,000 active;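 active = compounds whose plate-normalised and pattern-corrected inhibition of the luciferase reporter signal at the single screening dose is 50% or more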
SRC3 inh = human NCOA3 inhibition; Q9Y6Q9; HEK293 GAL4-SRC3 luciferase reporter, luminescence; inhibition, % at 3.6 µM; 0.17% of 360,000 active;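 active = inhibition above a per-campaign cutoff, the mean of all compounds plus 3 SD, cut at about 60% in these data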;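 also: 0% = DMSO-treated cells and 100% = gossypol-treated cells at 36 µM; higher means less SRC3-driven luciferase light from the GAL4 reporter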
LRH-1 inv ag = suppresses constitutive activity of human LRH-1; 0.13% of 360,000 active; HEK293T StAR-luciferase reporter, LRH-1 transfected, 24 h; inhibition, % at 3.6 µM;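 active = inhibition above the mean inhibition of all tested compounds plus 3 SD, cut at about 73% in these data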;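 also: 0% = DMSO wells and 100% = reporter-only cells lacking LRH-1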
TRAIL sens C8 = caspase-8 TRAIL sensitization; NB7+C8 cells + TRAIL, ATPlite viability luminescence; 1% of 360,000 active; inhibition (viability loss, TRAIL sensitization), % at 10 µM;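 active = compounds causing at least 50% loss of cell viability in the single-dose screen, relative to plate controls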
TLR9-MyD88 inh = inhibitors of human TLR9-MyD88 binding | Q9NR96+Q99836 | inhibition, % at 4.98 µM | 0.21% of 340,000 active | CHO BLA complementation TLR9-MyD88, CCF4 FRET ratio | AID 504734;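 active = inhibition above the mean over all tested compounds plus 3 SD, cut at about 21% in these data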;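 also: 0% = DMSO only wells and 100% = clavulanate BLA inhibitor control wells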
Vif imaging = inhibitors of HIV Vif; HEK293T cells, Vif self-association by quenched fluorescence, imaging, 24 h; inhibition, % at 7.49 µM; 0.35% of 340,000 active; in the data active = inhibition above about 50%, passing the limit was not always enough; also: some results filed as inactive read as strong as hits
SRC1 inh = human NCOA1 inhibition; 0.12% of 360,000 active; inhibition, % at 3.6 µM; HEK293 GAL4-SRC1 luciferase reporter, luminescence; AID 588354;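 active = inhibition above the campaign mean plus 3 SD, with each screening campaign given its own cutoff, cut at about 60% in these data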;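 also: 0% = DMSO treated cells and 100% = gossypol at 36 µM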
NOD2 RIPK2 PPI = inhibitors of human NOD2-RIPK2 interaction; O43353; CHO BLA complementation NOD2-RIPK2, CCF4 ratio; inhibition, % at 4.98 µM; 0.38% of 360,000 active; AID 624267; in the data active = inhibition above about 21%;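 also: 0% = vehicle only and 100% = reference blocker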
NR2F2 inh = NR2F2 (human) inhibition, primary screen; P24468; HEK293T NGFI-A luciferase reporter, luminescence; AID 686940; inhibition, % at 8.6 µM; 0.7% of 370,000 active;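 active = inhibition above a per-plate cutoff, mean inhibition of test wells between control levels plus 3 SD, cut at about 38% in these data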;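 also: cells cotransfected with COUP-TFII expression vector driving the NGFI-A reporter; 0% = median of COUP-TF2 test wells and 100% = reporter-only cells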
Target sequence (P24468 whole entry, looked up): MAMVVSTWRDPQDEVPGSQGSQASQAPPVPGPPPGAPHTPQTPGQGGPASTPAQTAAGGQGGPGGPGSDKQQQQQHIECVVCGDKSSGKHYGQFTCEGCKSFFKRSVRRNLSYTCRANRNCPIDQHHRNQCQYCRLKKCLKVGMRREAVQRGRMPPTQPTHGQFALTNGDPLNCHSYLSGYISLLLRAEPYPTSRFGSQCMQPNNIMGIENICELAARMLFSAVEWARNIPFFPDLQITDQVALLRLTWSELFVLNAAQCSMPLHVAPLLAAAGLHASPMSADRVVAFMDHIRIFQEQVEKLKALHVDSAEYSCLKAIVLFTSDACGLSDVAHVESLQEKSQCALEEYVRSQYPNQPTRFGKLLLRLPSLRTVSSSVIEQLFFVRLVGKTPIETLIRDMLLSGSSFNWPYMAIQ
NCOA2 inhibitor = human SRC2 (NCOA2) inhibition | Q15596 | 0.17% of 370,000 active | HEK293 GAL4-SRC2 luciferase reporter, luminescence | inhibition, % at 9 µM;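 active = inhibition above the mean inhibition of all tested compounds plus 3 SD, set per campaign, cut at about 52% in these data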;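 also: 0% = DMSO treated cells and 100% = cells given Gossypol at 36 µM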
EBV LMP1 NFkB = inhibitors of Epstein-Barr LMP1-induced NF-kappaB reporter. LMP1-induced NF-kappaB luciferase reporter cells, luminescence. inhibition, % at 12.5 µM. 0.69% of 350,000 active. AID 504558; in the data active = inhibition above about 41%;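 also: 0% = neutral control wells and 100% = reference inhibitor control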
Numbers without * were called inactive; · = not tested or not shown.

SMILES | TROY NFkB inh | SRC3 inh | LRH-1 inv ag | TRAIL sens C8 | TLR9-MyD88 inh | Vif imaging | SRC1 inh | NOD2 RIPK2 PPI | NR2F2 inh | NCOA2 inhibitor | EBV LMP1 NFkB
CC(NC(=O)CNC(=O)Cc1cccc2ccccc12)c1ccc(S(N)(=O)=O)cc1 (stereo unspecified) | -15 | 21 | 2 | 1 | 1 | -10 | -18 | 6 | 15 | -19 | -3
COc1cc(CN(C(=S)NCC(=O)NC2CCCC2)C2CCCC2)cc(OC)c1OC | 20 | 11 | 3 | -3 | 6 | -6 | -27 | -14 | 7 | 5 | -9
O=C(CN(Cc1ccccc1)S(=O)(=O)c1ccc(Br)cc1)NCC1CCCO1 (stereo unspecified) | -3 | -7 | 0 | -16 | 4 | 36 | 5 | 2 | 18 | 17 | -1
CC(=O)c1cccc(NC(=O)C2CCCN(S(=O)(=O)c3ccccc3)C2)c1 (stereo unspecified) | 16 | -33 | -38 | 14 | -5 | 2 | 18 | -7 | 10 | -2 | -3
CN(Cc1cn(C)c2ccccc12)C(=S)Nc1cc(F)cc(F)c1 | 15 | 5 | 5 | -6 | 2 | -5 | -5 | -16 | 13 | -10 | 1
Cc1cc(/C=N\NC(=O)COc2cccc3cccnc23)c(C)n1-c1ccc(Br)cc1 | -1 | -12 | -2 | -1 | 1 | -2 | -6 | -6 | -8 | 0 | -1
CCOC(=O)N1CCN(C(=O)COc2cc(=O)n(CC)c3ccccc23)CC1 | 2 | 10 | 2 | 8 | 1 | 10 | -14 | -10 | -14 | -45 | 7
CCC1CN(C(=O)N2CCC(C(=O)NCc3ccc(C)o3)CC2)c2ccccc2O1 (stereo unspecified) | -17 | 11 | -8 | -23 | 5 | 13 | -8 | -13 | 1 | -9 | -3
COc1ccc(C(=O)N2CCN(c3ccc(C(C)=O)cc3F)CC2)cc1S(=O)(=O)NC1CC1 | -16 | -14 | -18 | 4 | -4 | 5 | -12 | -7 | -13 | -35 | 12
CCCS(=O)(=O)NC(=O)C1(C)CCN(C(=O)c2snnc2C)C1 (stereo unspecified) | -1 | -26 | -9 | -16 | · | 17 | 1 | 1 | 3 | 16 | ·
CCN(CC)c1ccc(/C=N/NC(=O)c2cnccn2)cc1 | -31 | -64 | -12 | 21 | 2 | 1 | -99 | 7 | -39 | -43 | -19
CC1Cc2ccccc2N1S(=O)(=O)c1cccc(C(=O)NCCCO)c1 (stereo unspecified) | · | 7 | 2 | 5 | -8 | -5 | 5 | 3 | -8 | -6 | 3
C=CCN1C(=O)C(O)(CC(=O)c2ccco2)c2cc(Br)ccc21 (stereo unspecified) | 11 | 11 | 0 | -11 | 6 | 0 | -7 | 3 | -19 | 0 | 2
O=C(O)C1C2C=CC(C2)C1C(=O)NCc1ccoc1 (stereo unspecified) | 4 | 7 | 17 | -4 | -3 | 2 | 9 | 1 | 8 | -17 | -9
Cc1cc(Br)ccc1NC(=O)CN1C(=O)C2C3CC(c4ccccc4)C(C3)C2C1=O (stereo unspecified) | 25 | 16 | 23 | 20 | 6 | -3 | 6 | -4 | 2 | 9 | -4
COc1ccc(C(=O)NC(=S)Nc2ccc(N3CCOCC3)cc2)cc1Cl | 21 | 8 | 6 | -16 | 4 | -30 | 9 | -6 | 5 | -5 | -3
CCN(CC)C(=O)c1cccc(NC(=O)c2ccc3c(=O)n4c(nc3c2)CCC4)c1 | 2 | -3 | 7 | 8 | -5 | -1 | -9 | -1 | -9 | 14 | -1
O=C1CN(S(=O)(=O)c2ccc(Cl)cc2)c2ccccc2N1 | 10 | -16 | -7 | 4 | 3 | 0 | -7 | 2 | -8 | -10 | -12
CC(c1ccccc1)C1NC(C(=O)O)CS1 (stereo unspecified) | -3 | -6 | -4 | 1 | -14 | 5 | -2 | -12 | 8 | 0 | 2
COc1ccccc1NS(=O)(=O)c1cccc(C(=O)NCC(c2ccco2)N(C)C)c1 (stereo unspecified) | 19 | 1 | -8 | 3 | -2 | 12 | 9 | -2 | -19 | -1 | 0

Two entries from above, with each value named:
> Cc1cc(Br)ccc1NC(=O)CN1C(=O)C2C3CC(c4ccccc4)C(C3)C2C1=O (stereo unspecified)
  TROY NFkB inh: 25	SRC3 inh: 16	LRH-1 inv ag: 23	TRAIL sens C8: 20	TLR9-MyD88 inh: 6	Vif imaging: -3	SRC1 inh: 6	NOD2 RIPK2 PPI: -4	NR2F2 inh: 2	NCOA2 inhibitor: 9	EBV LMP1 NFkB: -4

> COc1ccc(C(=O)NC(=S)Nc2ccc(N3CCOCC3)cc2)cc1Cl
  TROY NFkB inh: 21	SRC3 inh: 8	LRH-1 inv ag: 6	TRAIL sens C8: -16	TLR9-MyD88 inh: 4	Vif imaging: -30	SRC1 inh: 9	NOD2 RIPK2 PPI: -6	NR2F2 inh: 5	NCOA2 inhibitor: -5	EBV LMP1 NFkB: -3

3 consecutive compounds out of the list so far, for reference:
SMILES | TROY NFkB inh | SRC3 inh | LRH-1 inv ag | TRAIL sens C8 | TLR9-MyD88 inh | Vif imaging | SRC1 inh | NOD2 RIPK2 PPI | NR2F2 inh | NCOA2 inhibitor | EBV LMP1 NFkB
O=C1CN(S(=O)(=O)c2ccc(Cl)cc2)c2ccccc2N1 | 10 | -16 | -7 | 4 | 3 | 0 | -7 | 2 | -8 | -10 | -12
CC(c1ccccc1)C1NC(C(=O)O)CS1 (stereo unspecified) | -3 | -6 | -4 | 1 | -14 | 5 | -2 | -12 | 8 | 0 | 2
COc1ccccc1NS(=O)(=O)c1cccc(C(=O)NCC(c2ccco2)N(C)C)c1 (stereo unspecified) | 19 | 1 | -8 | 3 | -2 | 12 | 9 | -2 | -19 | -1 | 0

A portion of the library; the hit share may differ from the screen's.
